mIAP act: increases mouse intestinal alkaline phosphatase activity; activation factor at 10 µM; AID 2805; muIAP, CDP-Star luminescence, 30 min; hits give high values; 1 = vehicle-only enzyme signal, 0 = enzyme-free wells; 330,000 compounds, 0.24% hits;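 active = activation factor of at least 2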; note: the source names both 10 and 20 µM as test concentration; values of inactives mirror those of a sister screen read the other way
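System: Mouse IAP enzyme | Also added: CDP-Star substrate | Dosing: Compounds dispensed in DMSO | Schedule: 30 min enzyme-substrate-compound incubation at room temperature | Technique: Chemiluminescence readout | Control set: DMSO-only wells and no-enzyme negative control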
hIAP block: blocks human intestinal alkaline phosphatase | P09923 | purified IAP, CDP-Star luminescence, 30 min | inhibition, % at 10 µM | 330,000 compounds, 0.12% hits | AID 2544;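 active = inhibition reaching a set limit with compound at 10 µM in the primary screen, cut at about 35% in these data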;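 note: plate controls were DMSO wells with enzyme for no effect and no-enzyme buffer wells for full effect; values of inactives mirror those of a sister screen read the other way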
Target sequence (P09923 whole entry, looked up): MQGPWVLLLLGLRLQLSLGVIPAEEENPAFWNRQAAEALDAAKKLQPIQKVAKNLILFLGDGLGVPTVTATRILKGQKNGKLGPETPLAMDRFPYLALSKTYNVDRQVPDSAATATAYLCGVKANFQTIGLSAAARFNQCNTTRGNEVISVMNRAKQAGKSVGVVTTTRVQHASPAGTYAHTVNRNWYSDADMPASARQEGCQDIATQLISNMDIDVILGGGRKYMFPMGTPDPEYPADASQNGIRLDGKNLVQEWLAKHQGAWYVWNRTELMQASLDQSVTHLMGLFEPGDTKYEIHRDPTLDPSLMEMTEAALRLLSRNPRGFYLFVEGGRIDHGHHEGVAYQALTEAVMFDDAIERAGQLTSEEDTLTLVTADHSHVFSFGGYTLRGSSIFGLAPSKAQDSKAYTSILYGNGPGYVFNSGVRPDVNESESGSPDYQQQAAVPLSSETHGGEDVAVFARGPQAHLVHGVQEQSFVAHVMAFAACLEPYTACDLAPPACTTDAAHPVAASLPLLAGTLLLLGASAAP
APOBEC3G inh: APOBEC3G (human) deaminase inhibition | recombinant A3G, ssDNA deamination FAM/TAMRA fluorescence | inhibition, % at 20 µM | AID 493012 | 330,000 compounds, 0.28% hits | Q9HC16;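 active = inhibition of at least 40% at 20 µM, with no more than 30% in the related APOBEC3A deaminase screen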;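 note: plate controls were DMSO wells with A3G for no effect and wells lacking A3G enzyme for full effect; some compounds called inactive have numbers as strong as hits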
Target sequence (Q9HC16 whole entry, looked up): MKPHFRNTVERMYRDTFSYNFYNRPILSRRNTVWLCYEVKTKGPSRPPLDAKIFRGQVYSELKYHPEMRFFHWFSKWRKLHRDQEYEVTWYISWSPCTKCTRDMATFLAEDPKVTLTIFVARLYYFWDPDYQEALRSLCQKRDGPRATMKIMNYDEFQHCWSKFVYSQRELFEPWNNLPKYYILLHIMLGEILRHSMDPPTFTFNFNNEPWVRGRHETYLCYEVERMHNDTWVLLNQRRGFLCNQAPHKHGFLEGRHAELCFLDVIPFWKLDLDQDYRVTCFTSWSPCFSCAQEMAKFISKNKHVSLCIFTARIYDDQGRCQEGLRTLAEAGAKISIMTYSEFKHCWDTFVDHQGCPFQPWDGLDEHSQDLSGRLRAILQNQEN
beta cell repl: induces beta-cell replication in MIN6 cells; AID 2380; proliferation, % at 10 µM; MIN6 cells proliferation, ATPlite luminescence, 48 h; cells starved in 0.2% serum; 100% = growth in 10% serum; 330,000 compounds, 0.29% hits;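 active = compounds whose signal lies at least 3.5 SD above the mean of all wells on their plate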;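 note: 0% = DMSO-treated cells in low-serum medium and 100% = 10% serum control; some compounds called inactive have numbers as strong as hits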
mIAP inh: mouse IAP inhibition; purified mouse IAP, CDP-Star luminescence, 30 min; 330,000 compounds, 0.2% hits; inhibition, % at 10 µM; AID 2806;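 active = inhibition of at least 40% at 10 µM in the primary screen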;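 note: plate controls were DMSO with enzyme for no effect and no enzyme wells for full effect; values of inactives mirror those of a sister screen read the other way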
tim10-1 inh: growth inhibitors of tim10-1 mutant yeast; S. cerevisiae tim10-1 ts strain growth, BacTiter-Glo, 24 h; inhibition, % at 20 µM; 330,000 compounds, 2.2% hits; AID 463190;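 active = inhibition of at least 40%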;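 note: mutant grown at 25 °C; 0% = DMSO wells with yeast and 100% = wells holding no yeast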
TIM10 inh: growth inhibitors of TIM10 yeast strain. inhibition, % at 10 µM. 330,000 compounds, 1.4% hits. S. cerevisiae TIM10 strain growth, BacTiter-Glo luminescence, 24 h;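 active = inhibition of 40% or more at the single tested concentration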;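 note: wild-type TIM10 isogenic control strain grown at permissive 25 °C; 0% = DMSO yeast wells and 100% = minimal medium wells without yeast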
A3A deaminase: human APOBEC3A DNA deaminase inhibition; recombinant A3A, FAM/TAMRA ssDNA deamination fluorescence; inhibition, % at 20 µM; 330,000 compounds, 0.41% hits; AID 493011;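 active = at least 40% inhibition at 20 µM here, with at most 30% in a related deaminase screen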;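 note: plate controls were A3A with DMSO for no effect and wells lacking A3A enzyme for full effect; some results filed as inactive read as strong as hits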
NALP3 yeast inh: blocks the NALP3 inflammasome reconstituted in yeast; inhibition, % at 10 µM; Yeast reconstituted NLRP3/ASC/caspase-1, beta-gal luminescence, 24 h; 330,000 compounds, 0.39% hits;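 active = inhibition of 50% or more; inactive = inhibition below 50%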;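 note: plate controls were induced DMSO wells for no effect and uninduced yeast grown without galactose for full effect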
Numbers without * were called inactive. The order is random. About 4.6% of those tested had a hit in this group.

SMILES	mIAP act	hIAP block	APOBEC3G inh	beta cell repl	mIAP inh	tim10-1 inh	TIM10 inh	A3A deaminase	NALP3 yeast inh
COc1cc(OC)cc(-c2nnc(NC(=O)c3ccc4c(c3)OCCO4)o2)c1	0.93	-68	-6	-6	7	27	-9	-4	3
CCCCN(C(=O)CCC(=O)O)C1CC(=O)N(c2ccc(OCCC)cc2)C1=O (stereo not given)	0.96	-18	-6	-2	4	16	1	-1	16
O=[N+]([O-])c1ccccc1N/N=C/c1cccc(O)c1O	0.7	20	19	-5	30	8	0	9	21
Fc1ccccc1CSc1nnc(-c2ccccc2)o1	0.96	20	-1	-3	4	23	4	1	21
C(=N\Nc1ccc2ccccc2n1)/c1ccc2c(c1)OCO2	0.92	-19	-3	-6	8	8	4	8	-2
COC(=O)c1ccc(-n2c(C)cc(C(=O)CSc3cccc[n+]3[O-])c2C)cc1	1	-8	-7	-2	-3	14	16	-7	16
Cc1cc(NC(=O)CSc2nnc(-c3ccoc3C)n2N)no1	0.95	9	-3	-4	5	4	-24	2	5
CC(C)NC(=O)c1onc(CSc2ccc(Cl)cc2)c1C(=O)O	1.1	7	-4	-2	-7	3	-1	-1	24
O=C(Nc1cc(-c2nc3ccccc3s2)ccc1Cl)c1ccc2c(c1)OCO2	1	-1	-7	-4	-2	-14	-23	-1	3
Cc1ccccc1-n1sc2cc(F)ccc2c1=O	1.2	-4	75*	-6	-16	40*	49*	13	24
Cc1sc2ncnc(SCC(=O)Nc3cccc(S(N)(=O)=O)c3)c2c1C	1.1	-7	-5	0	-6	-1	-1	1	4
CC1(OC(=O)C2CCCC2)C(=O)C=C2C=C(c3ccsc3)N(CC3CC3)C=C2C1=O (stereo not given)	1	-3	-1	-5	-1	10	14	3	-4
Fc1ccccc1N1CCN(c2nc(-c3cccs3)nc3ccccc23)CC1	0.97	-2	1	-5	3	22	22	-2	10
O=C(CSc1nc2ccccc2c(=O)n1CCCN1CCOCC1)Nc1ccc(F)c(Cl)c1	1.2	0	-1	-4	-19	5	3	2	10
CCOC(=O)C(CC)Sc1nc(N)c(NC(=O)c2ccc(OC)c(OC)c2)c(=O)[nH]1 (stereo not given)	0.94	8	-4	2	6	1	-7	-4	8
Cc1cc(C)cc(NC(=O)COc2ccc3c(C)c(Cc4ccccc4)c(=O)oc3c2)c1	1.1	4	-2	0	-9	-3	-27	6	5
CCOCC(=O)Nc1cc(C(=O)NCCc2ccccc2)ccc1Cl	1	2	-5	1	-2	-5	3	0	15
COc1ccc(CCN2CC(O)=C(c3nc(C)cs3)C2=N)cc1OC	1	22	-4	0	-2	2	10	-1	-7
Cn1c(CCN2CCCCC2)nc2cc(NC(=O)COc3ccc([N+](=O)[O-])cc3)ccc21	0.9	-12	-8	1	10	7	-21	-4	17
COc1ccc(N(C(=O)CS(=O)CC(=O)Nc2ccc(F)cc2)C(C(=O)NC2CCCCC2)c2cccs2)cc1 (stereo not given)	1.1	9	-5	-1	-9	-4	-14	1	26
COC(=O)c1ccc(CSc2ncnc3c2nnn3-c2ccc(OC)cc2)o1	0.94	11	-2	-2	6	-3	12	-3	29
CCOC(=O)C1=C(NC(=S)NC(=O)c2ccccc2)c2ccccc2CC1(C)C	0.88	-2	-2	-3	12	30	14	-3	23
COc1ccc(-c2noc(-c3cc4ccccc4oc3=O)n2)cc1	1	-9	2	-2	-2	-6	1	1	14
CC12CCC(C(=O)N(CCC#N)CCC#N)(CC1=O)C2(C)C (stereo not given)	0.98	9	4	-1	2	6	0	10	25
CCCCN(C(=O)c1ccc(-c2ccc([N+](=O)[O-])cc2)o1)c1c(N)n(CCCC)c(=O)[nH]c1=O	0.91	-6	-10	-2	9	11	3	-4	12

As entered above:
In hIAP block, O=C(Nc1cc(-c2nc3ccccc3s2)ccc1Cl)c1ccc2c(c1)OCO2 is entered as -1
In mIAP inh, COC(=O)c1ccc(CSc2ncnc3c2nnn3-c2ccc(OC)cc2)o1 is entered as 6

The listing continues.
SMILES	mIAP act	hIAP block	APOBEC3G inh	beta cell repl	mIAP inh	tim10-1 inh	TIM10 inh	A3A deaminase	NALP3 yeast inh
Cc1cccc(N(CC(=O)NC2CCCCC2)C(=O)CCCC(=O)Nc2ccccn2)c1	1.1	9	7	-3	-6	15	12	-3	22
COc1ccc(NC(=O)COC(=O)C2CCC2)cc1Cl	1	-5	-9	1	0	2	4	-3	1
Cn1c(Cc2ccccc2)nnc1SCC(=O)c1cccs1	1	9	-4	1	-1	-4	0	5	5
CCc1ccc(CCC(=O)Nc2ccc(OC)cc2)o1	0.99	5	2	1	1	-2	-9	-2	19
c1ccc(CCNCCCOc2cccc3ccccc23)cc1	0.9	18	-7	-4	10	16	11	-3	39
Cc1ccc(-c2cc(C(=O)NN)n[nH]2)o1	0.84	-6	0	1	16	7	-4	-2	5
CN1CCN(c2nc3c(c(=O)n(C)c(=O)n3C)n2CC(N)=O)CC1	0.96	-11	3	-2	4	-10	-7	2	15
Cc1c(C(=O)N2CCC(C)CC2)cccc1[N+](=O)[O-]	0.96	0	-10	-1	4	7	11	-2	-18
O=C(COC(=O)c1cc(=O)[nH]c2ccccc12)NCc1ccc(F)cc1	1.1	6	-10	-4	-10	15	6	-2	-1
Cc1c(S(=O)(=O)Nc2ccc(Oc3ccccc3)cc2)c(=O)n(C)c(=O)n1C	0.93	-6	-3	3	7	2	16	12	4
CC(=O)Nc1ccc(C(=O)OCc2ccc(Cl)c(Cl)c2)cc1	1	-5	2	0	-1	50*	42*	0	15
Cc1cccc(CN2CCN(CC(=O)NCc3ccc(F)cc3)C2=O)c1	1	6	-4	2	-3	6	3	-4	9
COc1ccccc1NC(=O)CN1C(=O)NC(C)(C)C1=O	1	-17	-4	-1	-3	11	-18	-1	5
O=C(OCc1cc([N+](=O)[O-])cc2c1OCOC2)c1ccc2ccccc2n1	1	1	-14	0	-1	-12	-14	-6	-1
CN(CCc1ccccn1)C(=O)Nc1ccc(F)cc1	0.97	-4	-6	4	3	-2	-9	-15	9
Cc1nc2ccccc2c(=O)n1NC(=O)c1ccc(C(C)(C)C)cc1	0.94	-3	-10	-1	6	7	23	-3	3
O=[N+]([O-])c1ccc(NCc2ccc3c(c2)OCO3)cc1	1	9	0	-5	-2	14	27	-5	30
CCNc1nc2cccnc2s1	0.98	-8	13	3	2	3	-12	2	5
Brc1ccc(-c2nnc(-c3ccccc3)o2)o1	0.93	10	-10	-2	8	-7	-6	1	32
CCOc1ccc(-c2nnc3ccc(SCC(=O)N4CCCCC4)nn23)cc1	1	12	-3	12*	-4	15	-9	1	16
O=C(CCC1CCCCC1)Nc1ccccc1-c1ccccc1	0.98	4	-5	-5	2	32	17	1	10
CCOC(=O)c1cc(-c2ccc(Cl)s2)[nH]n1	0.94	-53	-9	-1	6	27	23	-4	-11
COc1ccccc1S(=O)(=O)CC(O)COc1ccc(C#N)cc1 (stereo not given)	1	-8	-5	-1	-4	-4	-5	1	10
COc1ccc(/C=C/C(=O)NCCOc2ccccc2OC)cc1	1.1	-2	-7	0	-9	4	-6	-2	11
O=C(c1ccc(Cl)c(S(=O)(=O)Nc2ccccc2C(=O)N2CCc3ccccc3C2)c1)N1CCc2ccccc2C1	0.95	-6	-4	0	5	37	15	0	8
SMILES	mIAP act	hIAP block	APOBEC3G inh	beta cell repl	mIAP inh	tim10-1 inh	TIM10 inh	A3A deaminase	NALP3 yeast inh
Cc1ccc(C(=O)N2CCN=C2SCc2ccc([N+](=O)[O-])cc2)cc1C	0.98	12	-7	-2	2	27	23	3	-14
O=C(OC1CCOC1=O)c1ccc2ncsc2c1 (stereo not given)	1	-3	-3	4	0	9	3	-1	8
O=C(CSc1ccc(-c2cccnc2)nn1)Nc1ccc(F)cc1	0.97	4	0	0	3	15	8	2	19
COc1cc2c(cc1/C=C/C(=O)O)OC(C)C2 (stereo not given)	1	-1	-2	3	-1	20	10	1	7
CC(=O)Nc1ccc(S(=O)(=O)Nc2nc3ccccc3nc2Nc2ccc(C(=O)O)c(O)c2)cc1	0.58	0	47	-4	42*	-6	1	56	9
CCN1CCN(c2ccc(S(=O)(=O)N3CCCCC3)cc2N)CC1	1	8	0	-2	0	-1	8	-1	20
Cc1ccc(S(=O)(=O)N2CCOCC2)cc1C(=O)NCc1ccc2c(c1)OCO2	1	-5	-1	2	-2	17	-3	-2	13
COc1ccccc1N(C)S(=O)(=O)c1ccc(C(=O)N(CC(N)=O)C(C)C)cc1	1	-10	-3	-1	-3	6	10	2	8
CC(=O)Nc1ccc(S(=O)(=O)N(C#N)c2nc(C)cc(C)n2)cc1	0.97	-11	-1	-4	3	-17	-5	5	19
O=C(CCN1C(=O)/C(=C\c2ccccc2Cl)SC1=S)N1CCN(c2ccccc2)CC1	0.86	-26	0	-4	14	18	7	-4	23
Cc1cc(C)c(NC(=O)C2CC(=O)N(Cc3ccccc3)C2)c(C)c1 (stereo not given)	1	0	-6	2	-4	16	-2	-3	20
O=C(COC(=O)Cn1cnc2ccccc21)Nc1ccc(F)c(F)c1	1.1	-13	14	-5	-11	4	3	1	11
COc1ccc(S(=O)(=O)Nc2cc([N+](=O)[O-])ccc2OC)cc1	1	0	-2	-2	0	29	-1	-4	13
COc1ccc(S(=O)(=O)N2CN(CCc3ccc(OC)c(OC)c3)c3nc4ccccc4nc32)cc1	1.1	0	-6	-1	-13	15	2	0	-13
NNc1ncnc2c1cnn2-c1ccccc1	1	0	-1	-2	-3	-3	3	6	1
CCOc1cc(C(=O)NCCN2CCOCC2)cc(OCC)c1OCC	0.96	-8	-4	1	4	2	-12	1	4
CC12CC3CC(C1)CC(C(=O)NNC(=O)c1ccncc1)(C3)C2	1	-12	-1	-4	0	-3	0	0	8
C/C(=N/NC(=O)CSc1ccccn1)c1ccc([N+](=O)[O-])cc1	0.96	14	-6	0	4	9	16	-2	3
CCOc1ccc(NC(=O)CSc2nncc(=O)n2N)cc1	0.96	-7	3	0	4	-8	-2	2	16
CC(=O)c1c(C)n(CCO)c2ccc(O)cc12	1.1	12	2	1	-6	-2	3	2	19
CCSc1nnc2c(n1)OC(c1ccc(C(=O)O)cc1)N(C(C)=O)c1ccccc1-2 (stereo not given)	0.9	6	-4	0	10	-12	6	-2	-1
c1coc(CNc2nc3ccccc3n2CCN2CCOCC2)c1	1.1	18	-4	-2	-6	-15	-6	-4	-3
O=C(NCCCN1CCOCC1)c1cc2ccccc2cc1O	1	-6	-8	4	-3	-25	-21	-2	11
Oc1ccc(O)c2c1C1c3ccccc3C2c2ccccc21	0.86	0	-6	-5	14	36	10	0	23
O=C(O)c1sc2cc(C(F)(F)F)cnc2c1-c1ccccn1	0.89	-2	-7	0	11	0	6	1	16
O=C(N=C1SC2CS(=O)(=O)CC2N1c1ccccc1C(F)(F)F)C1CCCO1 (stereo not given)	0.97	22	-4	-2	3	0	-2	1	8
Cc1ccc(NC(=O)CO/N=C(\N)c2nonc2N)cc1C	1	-4	-5	1	0	1	1	0	-3
Cc1cc2nc(C3CCN(Cc4nnnn4Cc4ccccc4)CC3)[nH]c2cc1C	1.3	-18	-3	-2	-26	18	9	-4	10
O=C(NCC1CCN(C(=O)c2c(F)c(F)c(F)c(F)c2F)CC1)c1c(F)c(F)c(F)c(F)c1F	0.97	-16	-3	-3	2	-2	-30	-4	9
CC(=O)Nc1ccc(C(=O)OCC(=O)N(c2ccccc2)C2CCCCC2)cc1	1	-2	-4	-4	-4	13	17	16	16

Screens from PubChem.
